# Screening results: PubChem, Sanford-Burnham Center for Chemical Genomics
# mIAP block: blocks mouse intestinal alkaline phosphatase | purified mouse IAP, CDP-Star luminescence, 30 min | inhibition, % at 10 µM | 330,000 compounds, 0.2% hits;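 active = inhibition of at least 40% at 10 µM in the primary screen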;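 also: plate controls were DMSO with enzyme for no effect and no enzyme wells for full effect; values of inactives mirror those of a sister screen read the other way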
# ATG4B inhibitor: blocks human ATG4B protease cleavage of LC3 substrate; Q9Y4P1; ATG4B cleavage of LC3-PLA2, NBD-HPC fluorescence, 1 h; inhibition, % at 8.33 µM; 340,000 compounds, 0.51% hits; in the data active = inhibition above about 40%
# hIAP block: blocks human intestinal alkaline phosphatase. P09923. purified IAP, CDP-Star luminescence, 30 min. inhibition, % at 10 µM. 330,000 compounds, 0.12% hits;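 active = inhibition reaching a set limit with compound at 10 µM in the primary screen, cut at about 35% in these data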;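 also: plate controls were DMSO wells with enzyme for no effect and no-enzyme buffer wells for full effect; values of inactives mirror those of a sister screen read the other way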
# Target sequence (P09923 whole entry, looked up): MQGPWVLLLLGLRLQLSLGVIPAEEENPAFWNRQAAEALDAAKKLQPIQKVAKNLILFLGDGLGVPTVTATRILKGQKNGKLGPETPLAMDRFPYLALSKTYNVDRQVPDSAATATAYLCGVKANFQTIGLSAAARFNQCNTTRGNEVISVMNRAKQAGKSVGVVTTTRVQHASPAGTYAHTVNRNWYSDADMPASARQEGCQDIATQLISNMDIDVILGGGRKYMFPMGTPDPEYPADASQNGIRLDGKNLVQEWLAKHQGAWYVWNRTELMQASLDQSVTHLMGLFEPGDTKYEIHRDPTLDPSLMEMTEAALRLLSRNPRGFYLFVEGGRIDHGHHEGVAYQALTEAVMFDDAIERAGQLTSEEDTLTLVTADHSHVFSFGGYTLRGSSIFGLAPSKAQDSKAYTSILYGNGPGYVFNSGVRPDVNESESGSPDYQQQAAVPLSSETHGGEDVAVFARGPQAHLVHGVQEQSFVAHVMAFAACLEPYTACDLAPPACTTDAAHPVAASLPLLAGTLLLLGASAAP
# HKDC1 inh: blocks human hexokinase HKDC1 activity | Q2TB90 | recombinant HKDC1, G6PDH/diaphorase resazurin coupled fluorescence | inhibition, % at 20 µM | 340,000 compounds, 0.16% hits;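 active = inhibition above about 35% when tested at 20 µM, limit read from the data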;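 also: plate controls were DMSO wells with enzyme for no effect and DMSO wells lacking enzyme for full effect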
#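 Material – in-house recombinant HK5 (HKDC1) enzyme · Quantity – HKDC1 at 5 µg/mL · Buffer or medium – pH 8.0 Tris buffer with 10 mM MgCl2 · Reagent – glucose with 1 mM ATP · Dosing – single 20 µM dose · Times – reaction time 90 min, room temperature, protected from light · Technique – resorufin fluorescence at 613 nm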
# hIAP activ: human IAP activation; AID 2524; activation factor at 10 µM; purified human IAP, CDP-Star luminescence, 30 min; hits give high values; 1 = vehicle-only enzyme, 0 = enzyme-free background; 330,000 compounds, 0.16% hits; P09923;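 active = activation factor of the enzyme at least 2-fold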; also: the source names both 10 and 20 µM as test concentration; values of inactives mirror those of a sister screen read the other way
# PfG6PD inh: PfG6PD (Plasmodium falciparum) enzyme inhibition; PfGluPho enzyme, NADPH resazurin-diaphorase fluorescence; inhibition, % at 20 µM; 350,000 compounds, 0.78% hits; AID 504690;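 active = inhibition reaching at least a set limit at 20 µM in the primary screen, cut at about 59% in these data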;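 also: 0% = DMSO wells with substrate and 100% = DMSO wells lacking glucose-6-phosphate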
# mIAP activ: increases mouse intestinal alkaline phosphatase activity; activation factor at 10 µM; 330,000 compounds, 0.24% hits; muIAP, CDP-Star luminescence, 30 min; hits give high values; 1 = vehicle-only enzyme signal, 0 = enzyme-free wells; AID 2805;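 active = activation factor of at least 2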; also: the source names both 10 and 20 µM as test concentration; values of inactives mirror those of a sister screen read the other way
#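 System: mouse IAP enzyme. Reagent: CDP-Star chemiluminescent phosphatase substrate. Benchmarks: DMSO wells, no-enzyme wells. Times: 30 min enzyme-substrate-compound incubation at room temperature. Detection: luminescence from enzymatic CDP-Star hydrolysis. Doses: test compounds delivered from DMSO solution.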
# APOBEC3A inh: human APOBEC3A DNA deaminase inhibition. inhibition, % at 20 µM. 330,000 compounds, 0.41% hits. P31941. AID 493011. recombinant A3A, FAM/TAMRA ssDNA deamination fluorescence;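 active = at least 40% inhibition at 20 µM here, with at most 30% in a related deaminase screen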;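 also: plate controls were A3A with DMSO for no effect and wells lacking A3A enzyme for full effect; some results filed as inactive read as strong as hits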
# Target sequence (P31941 whole entry, looked up): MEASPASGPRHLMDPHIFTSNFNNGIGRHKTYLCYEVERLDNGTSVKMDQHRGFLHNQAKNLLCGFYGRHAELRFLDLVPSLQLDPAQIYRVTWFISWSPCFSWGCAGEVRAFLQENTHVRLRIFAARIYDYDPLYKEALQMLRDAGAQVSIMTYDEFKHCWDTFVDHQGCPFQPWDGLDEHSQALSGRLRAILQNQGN
# * = called active by the depositor.
SMILES,mIAP block,ATG4B inhibitor,hIAP block,HKDC1 inh,hIAP activ,PfG6PD inh,mIAP activ,APOBEC3A inh
CC(/C=N/NC(=O)c1cc(C2CC2)[nH]n1)=C\c1ccccc1,9,2,5,-3,0.95,5,0.91,-4
C#CCOCCOCCOCCNc1nc(N2CCN(C(=O)C([C@@H](C)CC)n3cc(C(N)CC(C)C)nn3)CC2)nc(N2CCN(C(=O)[C@H](CCC(=O)O)n3cc(C(N)CC(C)C)nn3)CC2)n1 (some centres not stated),-9,-1,12,-2,0.88,7,1.1,1
CC(C)(C)c1ccc(OCCCC(=O)NC2=NCCS2)cc1,5,-1,-6,5,1.1,-10,0.95,-1
Cn1c2ccccc2c2nnc(NN)nc21,-2,-3,-38,7,1.4,27,1,-2
CCCCCC/C(C)=C1/SC(=S)NC1=O,6,14,-1,5,1,-29,0.94,18
O=C1NC(=S)S/C1=C\c1cc2ccccc2nc1N1CCCCC1,26,65*,8,11,0.92,-33,0.74,2
O=C(CSCc1ccc(Br)cc1)Nc1ccccc1C(=O)N1CCOCC1,7,1,-35,-5,1.3,7,0.93,-1
Cc1ccccc1-c1nc2ccc(Cl)cc2c(=O)n1O,-1,9,-4,2,1,-19,1,-3
N#Cc1c2c(c(-n3cnc4ccccc43)n3c1nc1ccccc13)CCC2,-6,4,-4,7,1,3,1.1,2
O=C(O)C12CC3CC(C1)CC(n1ncc(N4CCN(c5ccccc5)CC4)c(Cl)c1=O)(C3)C2,-1,2,-15,5,1.1,18,1,-2
COc1cc(CN2CC(=O)N(c3cc(Cl)ccc3C)C2=S)cc(OC)c1OC,0,3,13,0,0.87,14,1,-6
CC1(C)CC(=O)C2=C(C1)N(CCN1CCOCC1)C1=C(C(=O)CC(C)(C)C1)C2c1ccc(Cl)c([N+](=O)[O-])c1,10,-16,13,-4,0.87,10,0.91,5

# Sorted by number of heavy atoms (ascending): part of the list above
SMILES,mIAP block,ATG4B inhibitor,hIAP block,HKDC1 inh,hIAP activ,PfG6PD inh,mIAP activ,APOBEC3A inh
CCCCCC/C(C)=C1/SC(=S)NC1=O,6,14,-1,5,1,-29,0.94,18
Cn1c2ccccc2c2nnc(NN)nc21,-2,-3,-38,7,1.4,27,1,-2
N#Cc1c2c(c(-n3cnc4ccccc43)n3c1nc1ccccc13)CCC2,-6,4,-4,7,1,3,1.1,2

# Additional structures:
SMILES,mIAP block,ATG4B inhibitor,hIAP block,HKDC1 inh,hIAP activ,PfG6PD inh,mIAP activ,APOBEC3A inh
O=C(N/C(=C/c1cccc([N+](=O)[O-])c1)C(=O)N1CCCCC1)c1cccs1,3,31,9,-1,0.91,10,0.97,1
O=C(CN(C(=O)c1nsc(Cl)c1Cl)c1ccc(F)cc1)NC1CCCC1,0,-6,14,-4,0.86,7,1,-1
C=CCNC(=O)C1CCN(C(=O)c2ccc(-c3ccccc3)cc2)CC1,-8,-1,-17,-6,1.2,-5,1.1,-3
COC(=O)c1cc(C#N)c(Oc2ccccc2OC)nc1C,5,1,36*,2,0.64,33,0.95,-1
O=C(CCc1nc2ccccc2[nH]1)Nc1ccc2c(c1)OCO2,9,0,3,1,0.97,27,0.91,-6
C#Cc1ccc(CN2CCCC(C(=O)Nc3ccccc3Oc3cccnc3)C2)cc1 (configuration not stated),-10,0,-16,-1,1.2,0,1.1,0
Clc1ccc(Nc2cc(-c3ccccc3)nc3ncnn23)cc1,0,-9,-10,5,1.1,-13,1,-2
COc1ccccc1CNCC(=O)Nc1ccc(N2CCOCC2)cc1,6,-16,-14,-6,1.1,7,0.94,-1
COc1cc(C(=O)Nc2nnc(CC(C)C)s2)c([N+](=O)[O-])cc1OC,0,-8,-12,-4,1.1,-15,1,-2
COc1ccc(OC)c2nc(-c3cccnc3)ccc12,0,4,4,5,0.96,7,1,0
CN(c1ccccc1)S(=O)(=O)c1cccc(NC(=O)CN2C(=O)NC3(CCCCC3)C2=O)c1,-10,-13,-4,-1,1,9,1.1,-1
c1ccc(COc2ccc(OCCCCN3CCCC3)cc2)cc1,-8,2,2,-18,0.98,-1,1.1,-1
COc1ccc(/C=N/NC2=NCCCCC2)cc1,0,-1,5,13,0.95,-9,1,3
Cc1cc(C)c(Cn2cnc(-c3ccc([N+](=O)[O-])cc3)c2)c(C)c1,9,1,5,3,0.95,33,0.91,-4
COc1cccc(C(=O)OCn2nnc3ccccc3c2=O)c1OC,0,13,2,2,0.98,-20,1,1
N#C/C(=C/c1ccc(C(=O)O)cc1)C(=O)NCc1ccccc1,12,1,0,-4,1,0,0.89,-2
Cc1cccc(N(C)S(=O)(=O)c2csc(C(N)=O)c2)c1,-1,0,-21,-4,1.2,7,1,-7
CC(C)(OC(=O)c1cccs1)c1cc2ccccc2c(=O)o1,-2,2,-14,9,1.1,5,1,1
COc1ccc(C(=O)NC(=S)Nc2ccc([N+](=O)[O-])cc2C)cc1OC,24,2,18,-6,0.82,15,0.76,-1
CC(=O)c1ccc(NC(=O)c2ccc3c(Cl)c4c(nc3c2)CCCC4)cc1,7,0,-14,9,1.1,0,0.93,0
COc1cc(C(=O)NCCOc2ccccc2)cc(OC)c1OC,4,2,6,-4,0.94,-19,0.95,-3
Cc1cccc(CN2C(=O)c3ccccc3Sc3ccc(C(=O)O)cc32)c1,1,-5,0,0,1,-17,0.99,5
Nc1nnc(SCC(=O)Nc2cc(S(=O)(=O)N3CCOCC3)ccc2Cl)s1,11,-11,4,6,0.95,1,0.89,0
CCCn1c(CNC(=O)c2ccccc2)nc2ccccc21,3,-4,10,-8,0.9,11,0.97,0

# Compound profiles (already shown):
# CCCn1c(CNC(=O)c2ccccc2)nc2ccccc21 across the screens: mIAP block: 3; ATG4B inhibitor: -4; hIAP block: 10; HKDC1 inh: -8; hIAP activ: 0.9; PfG6PD inh: 11; mIAP activ: 0.97; APOBEC3A inh: 0
# COc1ccc(C(=O)NC(=S)Nc2ccc([N+](=O)[O-])cc2C)cc1OC across the screens: mIAP block: 24; ATG4B inhibitor: 2; hIAP block: 18; HKDC1 inh: -6; hIAP activ: 0.82; PfG6PD inh: 15; mIAP activ: 0.76; APOBEC3A inh: -1
# COc1ccc(/C=N/NC2=NCCCCC2)cc1 across the screens: mIAP block: 0; ATG4B inhibitor: -1; hIAP block: 5; HKDC1 inh: 13; hIAP activ: 0.95; PfG6PD inh: -9; mIAP activ: 1; APOBEC3A inh: 3

# Next part
SMILES,mIAP block,ATG4B inhibitor,hIAP block,HKDC1 inh,hIAP activ,PfG6PD inh,mIAP activ,APOBEC3A inh
O=C(CCN1CCc2ccccc2C(O)(c2ccccc2)C1)c1ccc2c(c1)OCCO2 (configuration not stated),-6,-1,2,4,0.98,21,1.1,-1
COC(=O)CNC(=O)Cc1c(F)cccc1Cl,1,-3,-22,2,1.2,-8,0.99,0
O=C(N/N=C/c1cc([N+](=O)[O-])ccc1Cl)c1cc(-c2ccccc2)nc2ccccc12,-3,6,-11,-8,1.1,-11,1,-4
CN1CCN(C(=O)C2=C[C@@H](c3coc4ccccc4c3=O)C[C@@H](OCCCCO)O2)CC1,7,1,0,-6,0.99,2,0.93,3
Cc1nn(Cc2ccccc2Cl)c(C)c1NC(=O)c1noc2c1CCCCC2,2,-4,2,1,0.98,-10,0.98,6
C/C(CC1CC(C)(C)OC1=O)=N/Nc1nc(-c2ccccc2)cs1 (configuration not stated),13,-19,10,-4,0.9,49,0.87,1
CN(C(=O)CSc1nc2ccccc2o1)C1CCS(=O)(=O)C1 (configuration not stated),-7,-3,-15,1,1.2,8,1.1,3
CCOC(CNc1ncnc2sc(-c3ccccc3)cc12)OCC,-2,12,-4,4,1,19,1,-4
COc1ccccc1/C=C/C(=O)N1CCN(S(=O)(=O)c2cccs2)CC1,1,-13,9,1,0.91,-3,0.99,-3
CCc1ccc(NC(=O)C(C)OC(=O)CC(NC(C)=O)c2ccccc2)cc1 (configuration not stated),-7,-8,-11,-4,1.1,20,1.1,5
Cc1onc(-c2c(F)cccc2Cl)c1C(=O)N1CCN(S(C)(=O)=O)CC1,-1,5,12,11,0.88,-6,1,-2
COc1ccc(C)cc1S(=O)(=O)NC1CCCCC1,7,-1,13,-5,0.87,22,0.93,-1
Cc1ccc(-c2nn3c(C)nnc3s2)cc1NC(=O)c1ccc(Br)o1,-19,-7,-20,-7,1.2,15,1.2,-1
COc1cccc(Oc2ccc(N)cc2)c1,-1,-15,3,6,0.97,4,1,-2
Cc1[nH]n(-c2ccccc2)c(=O)c1-c1ccccc1,-8,3,-18,1,1.2,-22,1.1,0
Cc1cc(-c2ccccc2C(=O)NCc2ccccc2)on1,-6,-4,-20,-1,1.2,-11,1.1,-6
COc1ccc(S(=O)(=O)Nc2ccccc2C(=O)NC2CC2)cc1NC(C)=O,1,-7,5,-1,0.95,1,0.99,-5
Cc1ccccc1Cn1ccc(-c2ccc3c(c2)OCO3)n1,-1,23,15,0,0.85,10,1,0
O=[N+]([O-])c1ccc(OCCCn2cncn2)cc1,-1,-1,20,-8,0.8,14,1,0
COc1ccc(C2SCCN2S(=O)(=O)c2ccc(F)cc2)cc1OC (configuration not stated),5,1,8,1,0.92,17,0.95,-2
Fc1ccc(-c2cc(C(F)(F)F)nc(NCC3CCCO3)n2)cc1 (configuration not stated),-7,2,5,1,0.95,20,1.1,-2
CNC(=O)c1cn(-c2ccccc2)c(=O)c2ccccc12,-9,-5,4,-9,0.96,0,1.1,-1
CCOc1ccccc1OCCCNCc1ccco1,5,-3,-14,6,1.1,4,0.95,-3
CCOc1ccccc1NC(=O)N1CCCN(c2ncccc2C#N)CC1,4,-7,-4,-8,1,10,0.96,-3
CC(=O)N(CCN(C)C)c1nc2cc3c(cc2s1)OCCO3,1,5,-27,-1,1.3,-21,0.99,-2
Cn1c(=O)c2c(-c3ccccc3)n(-n3cnnc3)cc2n(C)c1=O,4,-15,-8,-7,1.1,-19,0.96,-2
C=CCN(CC=C)S(=O)(=O)c1ccc2nc(NC(=O)C3CCCO3)sc2c1 (configuration not stated),-6,1,-18,-6,1.2,-36,1.1,0
CCN(CC)S(=O)(=O)c1cccc(NC(=O)COC(=O)C2COc3ccccc3O2)c1 (configuration not stated),-2,-15,-2,-3,1,-9,1,-3
